# Assay outcomes (PubChem BioAssay)
# ADAM10 inh: inhibitors of human ADAM10. recombinant ADAM10, EDANS/DABCYL FRET peptide cleavage, 3 h. inhibition, % at 7 µM. AID 720582. hit rate 0.62% among 370,000;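 active means inhibition above a per-campaign cutoff equal to the mean of compounds falling between control-based bounds plus 3 SD, cut at about 20% in these data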;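 further: 0% = DMSO wells while the 100% control is not disclosed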
# ASAP1 inh: blocks human ASAP1-stimulated Arf1 GTP hydrolysis | Q9ULH1 | inhibition, % at 16.5 µM | hit rate 0.19% among 360,000 | GDP FP detection; in the data active means inhibition above about 25%;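 further: 0% = vehicle with enzyme and substrate and 100% = no enzyme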
# ARFGAP1 inhibitor: rat ARFGAP1 inhibition. Arfgap1-stimulated ARF1 GTP hydrolysis, GDP FP detection. inhibition, % at 16.5 µM. hit rate 0.26% among 360,000;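 active means inhibition above a per-plate limit, mean inhibition of low control wells plus 3 SD, cut at about 25% in these data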;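 further: 0% = DMSO wells with enzyme and 100% = wells lacking Arfgap1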
#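 Replicates: Single well per compound | Assay system: Truncated rat Arfgap1 GAP domain | Control set: No-Arfgap1 wells (100%) versus DMSO full-reaction wells (0%) | Times: Enzyme reaction 120 min at 25 °C after 20 min preincubation | Reagent: Human ARF1(Δ1-17)-GTP substrate | Measured by: Tracer-displacement fluorescence polarization with EDTA stop, 620/688 nm | Measure: Percent inhibition of Arfgap1-stimulated GTP hydrolysis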
# proKLK7 act: activators of human kallikrein-7 zymogen; P49862; purified proKLK7, EDANS-DABCYL substrate fluorescence; 100% is mature enzyme control, 0% vehicle; activation, % at 7 µM; hit rate 0.9% among 370,000; AID 652039;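 active means activation above the mean of all tested compounds plus 3 SD, computed per campaign excluding outliers beyond control limits, cut at about 13% in these data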
# DDE Tn7 FP inh: inhibitors of Tn7 peptide binding to human fibrin DD(E); P02675; FP displacement of FITC-Tn7 peptide from fibrin DD(E); 0% = median of compound wells per plate; inhibition, % at 8.3 µM; hit rate 0.13% among 370,000; AID 720508;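 active means inhibition above the mean of compounds falling within the control limits plus 3 SD of them, cut at about 14% in these data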;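 further: 0% = plate median of compound wells and 100% = 10 µM Aha-Tn7 peptide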
#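 Assay system: human fibrin DD(E). Input: DD(E) 2 µM final. Medium: Tris buffer with calcium and detergent, pH 7.8. Compound dosing: single point at 8.3 µM. Timing: 10 min plus 3 h, room temperature. Technique: fluorescence polarization of the labelled Tn7 tracer. Read-out: percent inhibition. Replicates: singlicate testing.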
# LEDGF integ inh: blocks HIV-1 LEDGF/p75-dependent DNA integration; AID 743269; TR-FRET IN-LEDGF/p75 DNA integration, Eu/Cy5; inhibition, % at 3.7 µM; hit rate 0.64% among 370,000;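 active means inhibition above the screen-wide mean plus 3 SD, cut at about 13% in these data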;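 further: signal is the Cy5 over europium emission ratio at 671 and 618 nm; 0% = plate median of compound wells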
# PLC-gamma1 inh: inhibitors of human phospholipase C gamma1; hit rate 0.84% among 370,000; inhibition, % at 12.2 µM; purified PLC-gamma1, fluorogenic substrate, fluorescence; in the data active means inhibition above about 9.5%
# Target sequence (P19174 whole entry, looked up): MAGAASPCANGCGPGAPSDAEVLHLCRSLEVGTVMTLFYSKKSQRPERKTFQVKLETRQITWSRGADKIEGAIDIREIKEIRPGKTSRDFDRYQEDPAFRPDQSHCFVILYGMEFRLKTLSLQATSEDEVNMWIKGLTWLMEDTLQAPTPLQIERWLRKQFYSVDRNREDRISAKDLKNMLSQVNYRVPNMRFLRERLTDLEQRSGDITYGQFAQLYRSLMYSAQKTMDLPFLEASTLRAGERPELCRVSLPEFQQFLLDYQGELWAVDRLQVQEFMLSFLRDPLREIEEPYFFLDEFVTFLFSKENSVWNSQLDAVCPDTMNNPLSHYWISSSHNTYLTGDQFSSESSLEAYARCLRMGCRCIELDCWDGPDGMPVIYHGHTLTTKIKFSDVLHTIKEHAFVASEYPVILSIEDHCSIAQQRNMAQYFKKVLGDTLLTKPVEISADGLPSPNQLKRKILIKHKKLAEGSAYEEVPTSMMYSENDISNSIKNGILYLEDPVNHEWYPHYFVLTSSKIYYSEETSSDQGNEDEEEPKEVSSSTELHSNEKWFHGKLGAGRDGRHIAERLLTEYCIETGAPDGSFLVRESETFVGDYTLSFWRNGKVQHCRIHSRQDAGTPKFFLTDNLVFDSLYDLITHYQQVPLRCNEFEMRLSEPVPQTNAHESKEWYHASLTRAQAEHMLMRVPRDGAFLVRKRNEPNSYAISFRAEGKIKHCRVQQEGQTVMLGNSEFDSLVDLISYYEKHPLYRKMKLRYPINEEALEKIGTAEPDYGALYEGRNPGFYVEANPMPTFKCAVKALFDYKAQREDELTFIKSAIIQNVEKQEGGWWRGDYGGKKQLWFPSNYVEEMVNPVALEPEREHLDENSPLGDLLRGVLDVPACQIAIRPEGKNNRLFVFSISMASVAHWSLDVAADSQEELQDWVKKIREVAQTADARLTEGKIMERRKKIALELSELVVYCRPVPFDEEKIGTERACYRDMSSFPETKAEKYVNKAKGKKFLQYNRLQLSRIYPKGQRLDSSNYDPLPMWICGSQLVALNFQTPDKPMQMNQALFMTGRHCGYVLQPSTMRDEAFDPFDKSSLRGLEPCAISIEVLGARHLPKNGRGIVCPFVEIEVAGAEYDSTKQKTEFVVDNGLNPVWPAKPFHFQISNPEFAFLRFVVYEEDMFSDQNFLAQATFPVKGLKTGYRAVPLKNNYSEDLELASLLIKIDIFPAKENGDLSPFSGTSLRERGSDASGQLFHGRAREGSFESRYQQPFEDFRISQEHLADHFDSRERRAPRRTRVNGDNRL
# Tn6 DDE FP: inhibitors of Tn6 peptide binding to human fibrin DD(E). hit rate 0.21% among 370,000. inhibition, % at 8.3 µM. Fibrin DD(E) TRITC-Tn6 fluorescence polarization displacement;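 active means inhibition above a per-campaign cutoff: mean of compounds within control limits plus 3 SD, cut at about 15% in these data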;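 further: 0% = median of all compound wells on the plate and 100% = blocking peptide control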
# TDP2 absorb: TDP2 (human) inhibition, absorbance primary screen; O95551; recombinant TDP2, T5PNP hydrolysis, p-nitrophenol absorbance 415 nm; inhibition, % at 12.8 µM; hit rate 0.34% among 370,000;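 active means inhibition above the mean of all tested compounds plus 3 SD, set per campaign, cut at about 25% in these data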;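 further: 0% = DMSO with enzyme and 100% = buffer with substrate but no TDP2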
#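 System – recombinant human TDP2 · Quantity – TDP2 enzyme at 120 nM final · Doses – single concentration, 12.8 µM nominal, with 1% DMSO · Incubation – 2 h at 37 °C · Measured by – epi absorbance of p-nitrophenol freed from T5PNP by hydrolysis · Read-out – % inhibition relative to enzyme-containing and enzyme-free wells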
# ADAM17 inh: inhibits human ADAM17. inhibition, % at 6.95 µM. P78536. recombinant ADAM17, EDANS/DABCYL FRET peptide cleavage. hit rate 0.83% among 370,000;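 active means inhibition above the mean of compounds lying between control limits plus 3 SD, set per campaign, cut at about 8.5% in these data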;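 further: 0% = DMSO-only wells as the low control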
# Active calls of the source: *; / = no result given.
SMILES,ADAM10 inh,ASAP1 inh,ARFGAP1 inhibitor,proKLK7 act,DDE Tn7 FP inh,LEDGF integ inh,PLC-gamma1 inh,Tn6 DDE FP,TDP2 absorb,ADAM17 inh
Cc1cccc(NC(=O)CS(=O)(=O)c2cn(CC(=O)N3CCOCC3)c3ccccc23)c1,2,-13,2,0.7,1,-1,2,-1,20,-3
Cc1oc2cc3oc(=O)c(CCC(=O)NCCCN4CCOCC4)c(C)c3cc2c1C,-384,-1,2,2.4,-2,-3,-360,12,2,-102
CCn1c(SCC(=O)c2cc(OC)ccc2OC)nnc1-c1ccncc1,-5,-1,6,-0.2,-4,1,-3,-8,1,-3
COc1ccc(OC)c(NC(=O)C2COc3ccccc3O2)c1 (centres undefined),5,4,4,-0.6,-3,0,0,-1,5,-4
NC(=O)c1ccc(C2SCC(=O)N2CCc2ccccc2)cc1 (centres undefined),0,-15,1,0.0,-7,4,4,2,-18,3
Cc1cnc(C(=O)OCC(=O)N2CCN(C(=O)c3ccco3)CC2)cn1,10,8,-6,-0.1,1,4,7,0,-6,5
COc1cccc(-c2ccc(NC(=O)C3CCCN(Cc4ccccn4)C3)cc2)c1 (centres undefined),1,-11,1,-0.3,-2,2,-1,3,8,-1
CCCOc1ccc(NC(=O)Cc2ccc(S(=O)(=O)N3CCOCC3)s2)cc1OCCC,7,-6,8,0.6,10,-3,-5,-2,3,2
O=C(c1cccs1)n1cc(C(=S)N2CCOCC2)c2ccccc21,-1,2,-2,0.1,-1,0,4,1,-5,2
C=CCOC(=O)/C(=C\c1ccccc1)NC(=O)c1ccco1,14,12,3,0.1,-12,4,6,3,-17,4
C=CCn1c(COc2cccc3cccnc23)nnc1SCC(=O)O,-7,7,-2,1.4,-1,0,-10,-2,3,-2
Cc1ccc(C(C)C)c(OCCCCN2CCNCC2)c1,-11,-12,-1,-0.2,-1,-2,3,11,12,-3
CCc1noc(C)c1C(=O)OCC(=O)Nc1nc(-c2ccc(F)c(F)c2)cs1,-12,2,3,-0.3,0,3,2,-5,-1,-2
COc1ccccc1CNC(=O)C1CCCN(S(=O)(=O)c2ccc3c(c2)CC(C)N3C(C)=O)C1 (centres undefined),3,-2,13,0.4,1,2,1,-2,5,-1
O=C(CSc1nc2ncc(Cl)cc2[nH]1)N1CCOCC1,-14,0,4,-0.5,8,-6,-4,-3,2,-2
O=c1onc(-c2ccccc2)c2ccccc12,4,1,-10,-0.1,-2,1,3,4,-2,2
COc1ccccc1N(C)S(=O)(=O)c1ccc(C(=O)OCC(N)=O)cc1,4,1,-1,-0.3,-3,3,2,-1,15,-1
Cc1nn(Cc2ccccc2)c(C)c1NC(=O)c1cc(-c2ccco2)on1,-9,5,2,0.4,1,3,0,-1,7,-2
Cc1cc(C)cc(NC(=O)C(Nc2ccccc2)c2ccccc2)c1 (centres undefined),17,2,3,0.6,-2,-1,4,-4,4,6
CCC1CCc2sc(C(=O)NCc3ccccn3)cc2C1 (centres undefined),2,-12,7,0.3,-9,5,-2,-8,-5,0
COc1cccc(C(=O)C2CCCN(Cc3cccc(OCCO)c3)C2)c1 (centres undefined),-5,-4,-2,1.2,-2,0,-1,3,1,1
CCCCCCn1c(N)c(C#N)c2ccc([N+](=O)[O-])cc2c1=O,-14,1,-2,-0.4,-4,-1,-11,-1,5,-5
CC(C)Cn1c(N)c(C(=O)COC(=O)c2cc(C(F)(F)F)nc3c(C(F)(F)F)cccc23)c(=O)n(C)c1=O,-7,-10,7,0.5,0,2,-3,7,9,-3
CCOC(=O)C1=C(O)C(=O)N(Cc2ccccc2)C1,6,0,4,0.3,-2,-4,-2,-5,-1,-8

# Single records, from the list above.
# O=C(CSc1nc2ncc(Cl)cc2[nH]1)N1CCOCC1 in the list: ADAM10 inh = -14; ASAP1 inh = 0; ARFGAP1 inhibitor = 4; proKLK7 act = -0.5; DDE Tn7 FP inh = 8; LEDGF integ inh = -6; PLC-gamma1 inh = -4; Tn6 DDE FP = -3; TDP2 absorb = 2; ADAM17 inh = -2
# COc1ccccc1CNC(=O)C1CCCN(S(=O)(=O)c2ccc3c(c2)CC(C)N3C(C)=O)C1 (centres undefined) in the list: ADAM10 inh = 3; ASAP1 inh = -2; ARFGAP1 inhibitor = 13; proKLK7 act = 0.4; DDE Tn7 FP inh = 1; LEDGF integ inh = 2; PLC-gamma1 inh = 1; Tn6 DDE FP = -2; TDP2 absorb = 5; ADAM17 inh = -1

# New compounds follow:
SMILES,ADAM10 inh,ASAP1 inh,ARFGAP1 inhibitor,proKLK7 act,DDE Tn7 FP inh,LEDGF integ inh,PLC-gamma1 inh,Tn6 DDE FP,TDP2 absorb,ADAM17 inh
Cc1c(C(=O)Nc2nnc(C3CC3)s2)oc2c(Cl)cccc12,-6,8,-2,0.7,2,2,-11,1,-2,0
Cc1ccc(CCNC(=O)C2CCN(S(=O)(=O)c3cccc4cccnc34)CC2)cc1,-1,1,6,0.2,-6,0,2,9,4,3
O=C(CN1C(=O)NC2(CCCC2)C1=O)Nc1ccccc1-c1ccccc1,-4,4,5,-0.4,1,-1,1,-8,1,-5
O=C(Nc1ccc(S(=O)(=O)Nc2ncccn2)cc1)C1=NN(c2ccccc2)C(=O)CC1,-143,4,-1,-6.5,-2,-2,-31,-7,-22,-60
COc1ccc(N2C(=O)CC(N3CCC(O)(c4ccc(Cl)cc4)CC3)C2=O)cc1 (centres undefined),2,-13,-7,0.4,-3,7,3,5,2,0
Cc1cc(Br)ccc1NC(=O)CN1C(=O)C2C3CC(c4ccccc4)C(C3)C2C1=O (centres undefined),16,1,0,-0.1,-1,-3,3,-2,2,6
CC1OC23CCCCC2C(C#N)(C(=N)O3)C1(C#N)C#N (centres undefined),-383,-4,-1,7.0,3,-2,-100,-2,3,-96
CCOc1ccc2c(c1)c(N=NC(N)=S)c(O)n2C,6,4,1,0.6,3,-4,4,2,3,-5
Cc1ccc(NC(=O)c2ccc3c(c2)OCO3)cc1Cl,5,-6,2,-0.9,0,0,-2,-3,16,1
C[C@H](NC(=O)c1ccco1)C(=O)Nc1nc(-c2ccccn2)cs1,-8,11,2,-0.1,-10,5,2,4,-14,5
CC(C)OP(=O)(OC(C)C)C1(NS(=O)(=O)c2ccc(Cl)cc2)C=C(Cl)C(=O)C(Cl)=C1,13,-10,16,-0.1,6,1,-1,-4,-13,0
CCS(=O)(=O)N1CCN(C(=O)c2ccc3nc(C)c(N(C)C(=O)CCc4ccccc4)n3c2)CC1,-5,-11,-3,-0.7,-3,0,-6,-2,5,-2
CCCCn1c(N)c(N(CCOC)C(=O)COC(=O)C(C)(C)Oc2ccc(Cl)cc2)c(=O)[nH]c1=O,-8,-7,-8,0.1,-4,0,-1,-4,1,-4
CCC(OC(=O)c1nsc(Cl)c1Cl)C(=O)NCCc1ccccc1 (centres undefined),-1,4,2,0.6,-4,-1,-5,2,-8,0
COCCCNC(=S)NNC(=O)Cn1nc(C)c(Br)c1C,-5,1,4,-0.2,-1,-3,1,7,-9,0
COc1ccc(NC(=S)NCC(c2cccnc2)N2CCOCC2)cc1 (centres undefined),1,1,-3,0.7,5,0,1,2,7,-1
CCCCN(C(=O)CSCC(=O)Nc1ccc(OC)cc1)c1c(N)n(CC(C)C)c(=O)[nH]c1=O,-13,-7,3,-0.8,-5,2,-2,-1,-23,-2
CCOC(=O)c1cc(-c2ccccc2)nn1CC1CC(c2ccc(Cl)cc2)=NO1 (centres undefined),9,7,1,-0.5,-3,-2,-1,0,3,-1
O=C(CSc1nnc2n1CCCN2)c1ccccc1,-5,3,-10,0.2,0,-3,-1,0,5,-1
O=S(=O)(NCc1ccc(Cl)cc1)c1ccc(Cl)nc1,0,-3,4,0.4,7,-4,1,0,-7,-3
CCc1ccc(N(CC(=O)NC2CCCCC2)C(=O)CCC(=O)Nc2ccccn2)cc1,2,-1,14,0.8,-6,-1,3,0,-8,1
O=C1C2C(C(=O)N1Cc1cccnc1)C1C=CC2C12CC2 (centres undefined),7,-4,-3,-0.5,2,-1,-1,-3,6,-4
O=C(NC1CCCCC1)C(CCc1ccccc1)n1c(=O)c(-c2ccccc2)nc2ccccc21 (centres undefined),-22,0,7,-1.3,0,1,-4,-4,9,-5
CCOC(=O)CC[C@H]1CC[C@]2(CCCN(S(=O)(=O)C3CCCCC3)C2)O1,2,/,/,-0.1,2,4,3,5,-7,1
Oc1[nH]c2ccccc2c1N=Nc1nncc2ccccc12,-44,-2,-5,-0.8,3,-2,-15,11,-4,-14
COc1ccc(-c2csc(C(NC(C)=O)c3ccc(F)c(F)c3)n2)cn1 (centres undefined),-6,-5,-1,0.9,0,5,-6,0,9,-2
O=C(NCc1cccc(Cl)c1)NC(=O)c1csc([N+](=O)[O-])c1,1,-4,5,0.4,1,-2,-5,-1,4,-5
CCCCc1nc2cc(Cl)ccc2o1,-12,1,-10,0.5,6,-5,-7,-6,10,-4
O=C(Nc1c(C(=O)O)[nH]c2ccccc12)c1cccc(C(F)(F)F)c1,4,19,2,0.6,-8,2,-5,-2,24,0
COc1ccc(N/C=C2\CCOC2=O)cc1,8,0,6,0.6,8,-3,4,-9,-2,-2
Cc1ccc2c(CN3CCCCC3)cc(=O)oc2c1C,0,9,-6,0.2,-2,-4,-8,3,-2,-3
CCOc1ccc2nc(NC(=O)CSc3nnnn3C3CCCCC3)sc2c1,7,7,2,0.7,5,0,-1,-5,8,1
Cn1c(=O)c2c(ncn2CC(=O)OCC(=O)Nc2cc(Cl)ccc2Cl)n(C)c1=O,-12,1,-12,-0.1,-4,1,-2,4,7,-4
FC(F)Oc1ccc(NC(=S)NCc2ccccc2)cc1,1,9,7,-0.5,-2,-1,1,-6,-1,1
CCOC(=O)[C@@H]1[C@H]2COc3ccc(Br)cc3[C@H]2N2C(=O)N(c3ccc(C)cc3)C(=O)[C@@]12C,2,-4,-6,0.2,4,1,-2,8,4,-1
CSc1sc(C(=O)N2CCc3ccccc32)cc1S(=O)(=O)C(C)C,-9,1,8,0.6,-7,-9,2,-5,-6,-3
CCOc1ncccc1C(=O)OCC(=O)c1ccc[nH]1,-12,15,-8,1.1,4,0,3,-10,3,-2
Cc1ccc(OCC(O)Cn2nc(C)cc2C)cc1 (centres undefined),5,-22,-7,-0.1,2,1,4,3,1,-3
O=S1(=O)CC(N2CCCCC2)CN1Cc1cn(Cc2ccc(Cl)cc2)nn1 (centres undefined),-16,0,-6,0.5,2,-2,-1,2,-4,-4
COc1ccc(-n2cnnc2SCC(=O)NCc2cccs2)cc1,8,-8,-16,0.4,-2,-2,-1,-2,-6,-2
